# Bim-Bcl-2 – human Bim-Bcl-2 interaction inhibition. inhibition, % at 10 µM. 190,000 compounds, 0.06% hits. AID 950. Bead-based flow cytometry, Bim peptide-Bcl-2 binding; in the data active = inhibition above about 40%; inconclusive = no clear call, values can overlap the other calls;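 also: 0% = no compound wells with probe peptide and 100% = reference peptide inhibitor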
# Target sequence (P10415 whole entry, looked up): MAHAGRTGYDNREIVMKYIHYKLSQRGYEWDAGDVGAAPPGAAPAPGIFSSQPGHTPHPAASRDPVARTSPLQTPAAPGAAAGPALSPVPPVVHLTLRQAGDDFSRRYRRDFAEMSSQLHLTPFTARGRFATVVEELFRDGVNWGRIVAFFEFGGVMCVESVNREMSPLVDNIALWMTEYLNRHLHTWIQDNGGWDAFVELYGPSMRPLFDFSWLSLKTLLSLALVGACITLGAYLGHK
# RGS8-Gao – regulators of human RGS8-Galphao interaction | multiplexed bead flow cytometry, RGS8-Galphao binding; actives lie on both sides | P09471 | 220,000 compounds, 0.34% hits | response (percent of control binding), % at 10 µM; in the data active = response below about 60% or above about 140%; inactive = in between;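 also: Galphao activated as the GDP aluminium fluoride complex binding bead-coupled RGS8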
# Target sequence (P09471 whole entry, looked up): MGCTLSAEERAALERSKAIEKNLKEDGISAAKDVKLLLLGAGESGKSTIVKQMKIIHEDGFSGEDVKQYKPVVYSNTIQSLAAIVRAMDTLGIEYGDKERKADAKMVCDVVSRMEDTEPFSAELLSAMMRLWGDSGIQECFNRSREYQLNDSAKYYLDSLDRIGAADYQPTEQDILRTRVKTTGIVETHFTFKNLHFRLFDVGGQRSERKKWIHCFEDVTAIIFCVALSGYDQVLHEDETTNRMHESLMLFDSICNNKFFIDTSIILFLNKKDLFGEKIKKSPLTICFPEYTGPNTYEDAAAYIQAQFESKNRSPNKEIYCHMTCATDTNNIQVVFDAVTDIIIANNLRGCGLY
# Bcl-B Bim block – disrupts Bim peptide binding to human Bcl-B | Q9HD36 | bead-based flow cytometry | inhibition, % at 10 µM | 190,000 compounds, 0.073% hits | AID 951;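 also: 0% = tracer peptide without compound and 100% = reference inhibitor peptide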
# Target sequence (Q9HD36 whole entry, looked up): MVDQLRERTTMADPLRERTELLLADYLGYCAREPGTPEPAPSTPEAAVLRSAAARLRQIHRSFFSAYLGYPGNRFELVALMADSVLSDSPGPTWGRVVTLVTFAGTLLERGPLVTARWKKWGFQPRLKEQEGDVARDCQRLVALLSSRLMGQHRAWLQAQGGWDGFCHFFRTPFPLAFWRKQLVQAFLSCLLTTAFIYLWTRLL
# RGS7-Gao reg – human RGS7-Galphao interaction regulation. 220,000 compounds, 0.35% hits. AID 1439. P09471. binding response (% of control), % at 10 µM. Multiplexed bead flow cytometry, RGS7-Galphao binding; actives lie on both sides; in the data active = binding response below about 49% or above about 150%; inconclusive = no clear call, values can overlap the other calls; inactive = in between;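 also: fluorescent Galphao held in activated GDP-AlF4 state binding bead-coupled RGS7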
# RGS4-Gao reg – human RGS4-Galphao interaction regulation; binding response (% of control), % at 10 µM; P09471; 220,000 compounds, 0.33% hits; Multiplexed bead flow cytometry, RGS4-Galphao binding; actives lie on both sides; in the data active = binding response below about 49% or above about 150%; inactive = in between;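 also: fluorescent Galphao activated with aluminum fluoride binding bead-coupled RGS4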
# Bcl-XL Bim block – inhibitors of Bim-Bcl-XL interaction, human; 190,000 compounds, 0.04% hits; Q07817; inhibition, % at 10 µM; Bim peptide-Bcl-XL binding, bead flow cytometry, fluorescence
# ABCG2 block – inhibitors of human ABCG2 transporter, ABCB1 counter-screen. inhibition, % at 6.6 µM. 190,000 compounds, 0.1% hits. IgMXP3 cells, JC-1 efflux, flow cytometry. Q9UNQ0;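 active = inhibition above 80%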;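 also: 0% = DMSO and 100% = nicardipine control wells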
#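 material = IgMXP3 (ABCG2) plus far-red-tagged CCRF-Adr (ABCB1) cells | amount = 3 million cells/mL, equal mix of both lines | also added = JC-1 transporter substrate | dosing = one concentration, 6.6 µM final | schedule = 10 min at 25 °C | measured by = flow cytometric JC-1 green MFI at 530 nm | read-out basis = percent efflux inhibition, scaled nicardipine 100% to DMSO 0%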
# ABCB1 block – human ABCB1 inhibition, ABCG2 as counter-screen; P08183; CCRF-Adr cells, JC-1 efflux, flow cytometry; inhibition, % at 6.6 µM; 190,000 compounds, 0.067% hits; in the data active = inhibition above about 40%;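 also: 0% = vehicle and 100% = reference inhibitor; higher value means more JC-1 retained so stronger ABCB1 efflux block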
# Bim-Bfl-1 – disrupts Bim binding to human Bfl-1. Q16548. Bead-based flow cytometry, Bim-Bfl-1 binding inhibition. inhibition, % at 10 µM. 190,000 compounds, 0.12% hits. AID 1008;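 also: 0% = wells without compound plus tracer and 100% = blocker peptide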
# GSH bead fluor – compound fluoresces at 488/530 nm on GSH beads; AID 1776; fluorescence (KMESF) at 10 µM; 190,000 compounds, 0.25% hits; GSH beads flow cytometry, compound fluorescence 488/530 nm; hits give high values; in the data active = fluorescence above about 89;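 also: glutathione beads carrying GST-tagged Bcl family fusion proteins plus one bare bead set; values are compound well signal with DMSO vehicle wells as background; inactives centre near 16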
# Bim-Bcl-W – human Bim-Bcl-W interaction inhibition | Q92843 | bead-based flow cytometry, Bim peptide-Bcl-W binding | inhibition, % at 10 µM | 190,000 compounds, 0.02% hits | AID 952;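 also: 0% = bound tracer without compound and 100% = peptide blocker; higher means less fluorescent Bim peptide bound to Bcl-W beads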
# Target sequence (Q92843 whole entry, looked up): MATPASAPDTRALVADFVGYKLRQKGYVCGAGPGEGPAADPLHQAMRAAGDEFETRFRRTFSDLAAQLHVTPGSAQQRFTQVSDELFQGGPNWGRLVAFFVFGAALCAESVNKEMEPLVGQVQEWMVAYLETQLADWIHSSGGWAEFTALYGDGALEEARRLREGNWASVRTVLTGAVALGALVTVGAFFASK
# Numbers without * were called inactive; ? = inconclusive; [ ] = dose if it differs, or a comment. Rule as the data show it, unless noted: active = inhibition above about 40%. This is a subset; count on the stated rates, not on these rows.
nr	Molecule	Bim-Bcl-2	RGS8-Gao	Bcl-B Bim block	RGS7-Gao reg	RGS4-Gao reg	Bcl-XL Bim block	ABCG2 block	ABCB1 block	Bim-Bfl-1	GSH bead fluor	Bim-Bcl-W
1	Cc1cc(/C=C2\C(=O)NC(=O)N(Cc3ccccc3)C2=O)c(C)n1-c1ccc(Cl)c(C(=O)O)c1	-6.0	89.3	-5.0	87.5	96.8	0.0	-4.6	-0.7	-1.0	6	-3.0
2	Cn1c(CN2CCN(C(=O)COc3ccccc3)CC2)nc2cc([N+](=O)[O-])ccc21	-2.0	97.4	-5.0	91.1	93.9	-4.0	37.8	1.7	-16.0	10	-1.0
3	C=CCn1c(O)c(C(C)=NCCCN2CCOCC2)c(=O)[nH]c1=O	-1.0	99.3	0.0	100.5	99.8	1.0	0.2	0.2	1.0	15	0.0
4	Cc1ccc2c(c1)CC1(CN2C)C(=O)NC(=O)N(c2ccc(C)c(C)c2)C1=O (centres undefined)	-2.0	118.5	-5.0	109.3	112.7	-10.0	-1.9	-0.4	-3.0	256*	-1.0
5	CCOP(=O)(OCC)C(NC(=O)CC(C)C)C(Cl)(Cl)Cl (centres undefined)	-1.0	104.0	-2.0	106.1	105.4	-1.0	-1.7	-0.1	-1.0	13	0.0
6	CCCn1c(C(=O)c2ccc(OC)cc2)nc2ccccc21	-3.0	91.2	-2.0	97.2	96.9	2.0	-0.3	-0.3	2.0	9	8.0
7	CC(C)C(=O)NC(Oc1ccccc1Cl)C(Cl)(Cl)Cl (centres undefined)	-6.0	103.2	-7.0	105.4	104.1	-4.0	1.1	0.5	-5.0	14	-4.0
8	Cc1cccc(N2C(=O)NC(=O)C3(Cc4cc(C)ccc4N(C)C3)C2=O)c1 (centres undefined)	-10.0	100.0	-10.0	98.5	97.5	-7.0	26.8	0.5	-16.0	39	-4.0
9	Nc1c(C(=O)NCc2ccco2)c2nc3ccccc3nc2n1Cc1ccc(F)cc1	2.0	75.7	-1.0	81.1	79.9	3.0	0.1	-0.1	11.0	22	3.0
10	O=S1(=O)CCN(CCc2c[nH]c3ccccc23)CC1	1.0	100.0	-1.0	92.4	101.2	0.0	-1.8	-0.2	-4.0	13	1.0
11	NC(=O)C1(N2CCCCC2)CCN(Cc2ccccc2)CC1	-6.0	99.9	-12.0	98.0	98.3	-4.0	0.8	0.1	-6.0	43	-5.0
12	O=P(C(c1ccc2c(c1)OCO2)N1CCOCC1)(N1CCOCC1)N1CCOCC1 (centres undefined)	-1.0	96.7	-1.0	98.3	100.6	0.0	0.6	-0.1	-1.0	15	0.0
13	Cc1cc([N+](=O)[O-])c(Cl)cc1NC(=O)C(C)C	-6.0	94.2	-4.0	97.7	97.7	-3.0	39.5	1.1	-16.0	10	-2.0
14	CC(C)n1c(=O)c(C=Nc2cccc([N+](=O)[O-])c2)c(O)n(CCc2ccccc2)c1=O	-1.0	104.5	-4.0	99.8	104.1	-3.0	5.4	5.1	0.0	21	0.0
15	N=C1C(c2ccccc2)=C(O)CN1Cc1ccco1	-8.0	102.9	-8.0	101.0	102.1	-1.0	-6.2	-4.0	-10.0	11	1.0
16	CN(C(=O)Oc1ccc(Cl)c2cccnc12)c1ccccc1	-6.0	96.5	-13.0	92.4	94.8	-10.0	29.2	1.4	-1.0	14	-8.0
17	FC(F)=C(F)CCSc1ncn[nH]1	3.0	101.8	-4.0	102.9	102.9	-2.0	3.7	0.8	-4.0	20	0.0
18	C=C(C)CSc1nnc([C@@H](N)Cc2c[nH]c3ccccc23)o1	-3.0	98.4	0.0	99.0	100.5	1.0	-2.4	-6.0	-4.0	30	-1.0
19	Cn1cc(C=C(C#N)C#N)c2ccccc21	-3.0	102.6	-3.0	101.4	104.6	0.0	6.3	0.5	-5.0	13	0.0
20	CCCOc1ccccc1C1SCC(=O)Nc2c1c(=O)[nH]n2C(C)CCC (centres undefined)	-13.0	103.9	-12.0	101.1	104.6	-6.0	1.2	0.4	-12.0	15	0.0
21	CC(=O)OC1N=C(c2ccccc2)c2cc(Br)ccc2N(C)C1=O (centres undefined)	-1.0	98.1	-2.0	93.0	92.8	-2.0	1.6	0.7	-1.0	25	0.0
22	O=C(C1CC(c2ccc(F)cc2)=NO1)N1CCC2(CC1)OCCO2 (centres undefined)	-8.0	101.2	-5.0	100.2	101.2	-6.0	18.1	-2.4	-17.0	33	0.0
23	O=C(COc1ccccc1)N1CCN(C2CCCC2)CC1	-9.0	99.6	-6.0	101.9	99.4	-7.0	-4.9	-0.4	-19.0	22	0.0
24	CCC(C)N1Cc2ccccc2C1=N (centres undefined)	0.0	99.6	0.0	101.3	98.5	0.0	-0.3	-0.1	-2.0	25	-3.0
25	CN(C)P(=O)(C(Cl)=C(N1CCCCC1)N1CCCCC1)N(C)C	0.0	99.5	-2.0	95.3	98.8	-2.0	3.1	0.4	0.0	14	0.0

# Profiles as entered above.
# Shown for CCC(C)N1Cc2ccccc2C1=N (centres undefined) = Bim-Bcl-2: 0.0; RGS8-Gao: 99.6; Bcl-B Bim block: 0.0; RGS7-Gao reg: 101.3; RGS4-Gao reg: 98.5; Bcl-XL Bim block: 0.0; ABCG2 block: -0.3; ABCB1 block: -0.1; Bim-Bfl-1: -2.0; GSH bead fluor: 25; Bim-Bcl-W: -3.0
# Shown for CN(C(=O)Oc1ccc(Cl)c2cccnc12)c1ccccc1 = Bim-Bcl-2: -6.0; RGS8-Gao: 96.5; Bcl-B Bim block: -13.0; RGS7-Gao reg: 92.4; RGS4-Gao reg: 94.8; Bcl-XL Bim block: -10.0; ABCG2 block: 29.2; ABCB1 block: 1.4; Bim-Bfl-1: -1.0; GSH bead fluor: 14; Bim-Bcl-W: -8.0

# The list continues:
nr	Molecule	Bim-Bcl-2	RGS8-Gao	Bcl-B Bim block	RGS7-Gao reg	RGS4-Gao reg	Bcl-XL Bim block	ABCG2 block	ABCB1 block	Bim-Bfl-1	GSH bead fluor	Bim-Bcl-W
26	N#Cc1ccccc1NC(=O)CN1CC=C(c2ccccc2)CC1	0.0	100.2	0.0	?	100.7	1.0	4.3	0.8	-2.0	11	0.0
27	CCC(=NCc1ccco1)c1c(O)[nH]c(=O)[nH]c1=O	-4.0	103.0	-7.0	99.3	99.8	-5.0	2.7	0.6	-10.0	63	-1.0
28	COc1ccc(CC(=O)Nc2ccc3c(C(F)(F)F)cc(=O)oc3c2)cc1OC	0.0	102.9	0.0	99.9	102.7	-2.0	16.9	1.1	-3.0	15	-6.0
29	CN(C)C(=O)Oc1ccnc2cc(Cl)ccc12	-2.0	97.0	-6.0	?	94.1	-2.0	1.2	0.0	-4.0	28	-4.0
30	CNS(=O)(=O)c1ccc(N=Cc2c(O)n(-c3ccccc3)c(=O)[nH]c2=O)cc1	0.0	104.8	-3.0	104.6	104.5	-1.0	1.2	-0.1	0.0	10	-1.0
31	CCC1(CC)C(=O)NC(=NCCc2c[nH]c3ccccc23)NC1=O	0.0	99.4	-4.0	97.3	100.0	-4.0	1.6	0.7	-8.0	25	0.0
32	Cc1ccc(-c2nn(CCC#N)cc2C(=O)O)cc1C	0.0	97.9	-4.0	100.9	94.9	-3.0	1.3	0.6	-3.0	13	-2.0
33	Cc1nc2ccccc2c(=O)n1-c1ccccc1[N+](=O)[O-]	-4.0	100.0	-2.0	97.3	104.6	-3.0	0.6	-0.3	-2.0	14	0.0
34	CC[N+]1(C)CCCC(OC(=O)C(O)(c2ccccc2)c2ccccc2)C1 (centres undefined)	1.0	102.8	-3.0	101.5	98.8	0.0	-1.0	-0.2	0.0	20	0.0
35	COc1cc2[nH]c(=S)n(-c3ccccc3)c(=O)c2cc1OC	0.0	107.2	-10.0	115.1	111.5	-5.0	-2.3	-0.3	2.0	16	-3.0
36	OC(Cn1c2ccccc2c2ccccc21)C[n+]1cccc2ccccc21 (centres undefined)	0.0	97.4	4.0	153.5*[activator]	122.7	1.0	0.7	0.1	-2.0	49	4.0
37	CC(C(=O)c1c[nH]c2ccccc12)N1CCc2ccccc2C1 (centres undefined)	-6.0	97.6	-4.0	97.9	99.6	-3.0	1.5	0.3	-14.0	24	0.0
38	NC(CC(=O)O)C1CCCCC1 (centres undefined)	-1.0	101.0	-8.0	?	97.3	-2.0	0.1	0.5	-8.0	18	-2.0
39	C=CCN1C(=O)NC(=O)C(Cc2ccc(OC)c(OC)c2)C1=O (centres undefined)	-5.0	100.1	-1.0	90.9	90.7	-2.0	0.2	0.3	-6.0	48	-2.0
40	CC(=NCCO)c1c(O)n(C)c(=O)n(C)c1=O	-10.0	100.4	-9.0	96.8	102.9	-13.0	0.2	-0.1	-14.0	40	-1.0
41	CC(=O)OC1(c2ccc(C)cc2)CN2CCC1c1ccccc12 (centres undefined)	3.0	93.1	0.0	100.0	100.6	2.0	0.7	0.9	0.0	30	-3.0
42	CN(C/N=C(\N)N[N+](=O)[O-])S(=O)(=O)c1ccccc1	-1.0	100.9	-2.0	104.6	101.2	2.0	0.5	-0.1	-6.0	9	-2.0
43	CC(C)c1ccc(-n2c(O)c(/C=N/NC(=O)c3ccncc3)c(=O)[nH]c2=O)cc1	-7.0	102.1	-6.0	101.4	98.2	-5.0	-10.6	-0.9	-4.0	11	-1.0
44	COCCOC(=O)C1=C(N)Oc2c(c(=O)oc3ccccc23)[C@@]12C(=O)Nc1ccccc12	0.0	102.4	-4.0	101.4	102.0	1.0	2.5	0.1	-2.0	56	0.0
45	C/C(=N\Nc1ccccc1)c1c(O)n(C)c(=O)n(C)c1=O	4.0	101.5	2.0	106.2	100.6	0.0	7.6	-0.3	5.0	10	-1.0
46	CSc1ncc(/C=C2/C(=O)NC(=O)N(C)C2=O)cn1	-6.0	99.5	-6.0	96.6	98.4	-8.0	0.5	0.2	-10.0	41	0.0
47	CC(C)N1CC=C(c2c[nH]c3ccccc23)CC1	-8.0	96.0	-8.0	98.1	95.3	-5.0	0.3	0.2	-12.0	19	2.0
48	O=C(Cn1cc(C(=O)c2ccccc2F)c2ccccc21)NCc1ccco1	-10.0	95.7	-6.0	96.3	95.9	-5.0	26.3	-0.3	-16.0	31	-2.0
49	COC(=O)c1ccccc1-n1c(C)nc2ccccc2c1=O	0.0	102.6	4.0	111.3	110.1	0.0	19.6	0.1	5.0	23	0.0
50	CCOC(=O)N(c1ccccc1)P1(=S)OCC(C)O1 (centres undefined)	-1.0	98.7	-3.0	99.6	98.4	-3.0	0.5	0.5	-3.0	6	-3.0
51	O=C(c1ccco1)C12CN3CN(CN(C3)C1)C2	-9.0	113.8	-9.0	104.0	104.8	-7.0	0.4	-0.5	1.0	23	-5.0
52	C=Cn1ccnc1P(=S)(c1ccn(C)c1)c1nccn1C=C	0.0	97.9	-1.0	100.3	93.9	-3.0	1.0	0.1	0.0	21	0.0
53	O=C(COc1ccccc1F)N1CCN(CCN2C(=O)c3cccc4cccc(c34)C2=O)CC1	0.0	97.7	-3.0	95.1	97.0	0.0	2.3	1.3	-5.0	12	-1.0
54	Cn1c(O)c(C(=N)COc2ccccc2)c(=O)n(C)c1=O	-5.0	101.5	-4.0	98.8	99.4	-8.0	4.8	0.8	-10.0	35	4.0
55	Cc1ccc(N2C(=O)NC(=O)C3(Cc4ccccc4N4CCN(c5ccccc5)CC43)C2=O)cc1 (centres undefined)	-13.0	99.8	-8.0	98.2	101.6	-9.0	4.7	1.1	-17.0	24	-5.0
